LMPTP block: blocks human LMPTP phosphatase. recombinant LMPTP-A, OMFP fluorogenic substrate, fluorescence intensity. AID 651560. 360,000 tested, 0.22% active. inhibition, % at 20 µM;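 active means compounds that cut the enzyme signal by at least half of the control window in the single-dose screen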;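 further: plate controls were DMSO wells with enzyme plus substrate for no effect and substrate without enzyme for full effect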
Target sequence (P24666 whole entry, looked up): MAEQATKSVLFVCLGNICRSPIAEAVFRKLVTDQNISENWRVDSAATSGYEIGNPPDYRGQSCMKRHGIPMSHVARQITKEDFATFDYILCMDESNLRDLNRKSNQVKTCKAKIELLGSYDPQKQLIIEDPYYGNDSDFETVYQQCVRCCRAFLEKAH
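Test system – LMPTP-A phosphatase enzyme · Quantity – 0.625 nM LMPTP-A final · Reagent – OMFP substrate, 400 µM final · Dosing – one test concentration per compound, 20 µM, with 3% DMSO overall · Timing – 50 min enzyme reaction at room temperature, protected from light · Detection – fluorescence intensity · Controls – substrate-only low control, DMSO enzyme-plus-substrate high control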
TbMetRS inhib: blocks T. brucei methionyl-tRNA synthetase activity. inhibition, % at 11.9 µM. purified T. brucei MetRS, ATP depletion, Kinase-Glo luminescence. AID 624268. 360,000 tested, 0.4% active;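 active means inhibition above a per-plate cutoff of the control wells' mean inhibition plus 3 SD, cut at about 5.5% in these data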;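 further: 0% = DMSO wells median and 100% = median of wells with control inhibitor compound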
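System: purified T. brucei MetRS enzyme / Detection: Kinase-Glo luciferase luminescence reporting remaining unconsumed ATP / Medium: HEPES buffer with MgCl2, KCl, DTT, spermine, BSA, pyrophosphatase / Replication: singlicate, one well per compound / Evaluation: percent inhibition relative to median high and low control wells / Schedule: 2 h aminoacylation at 25 °C after 15 min preincubation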
SKN-1 block: C. elegans SKN-1 inhibition; C. elegans VP596 Pgst-4::GFP/RFP ratio, acrylamide-induced, 24 h; inhibition, % at 21.8 µM; 360,000 tested, 0.49% active; AID 624304;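 active means interference check ratio from 0.5 to 1.5 plus GFP to RFP signal ratio inhibition reaching or exceeding a fixed threshold, cut at about 30% in these data, passing the limit was not always enough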; further: some compounds called inactive have numbers as strong as hits
Scp-1 inhibitor: inhibitors of human Scp-1 phosphatase; AID 493091; 340,000 tested, 0.88% active; inhibition, % at 20 µM; Recombinant Scp1, phosphopeptide, malachite green phosphate absorbance; Q9GZU7;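 active means inhibition above about 50% at 20 µM, limit read from the data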;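 further: plate controls were DMSO wells with enzyme for no effect and wells lacking enzyme for full effect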
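Test system: SCP-1 catalytic domain; Buffer or medium: Acidic Tris acetate buffer with magnesium and detergent; Also added: Phosphorylated 17-residue peptide substrate; Compound: single 20 µM dose, 1% DMSO; Schedule: enzyme reaction 45 min at room temperature, colour 5 min, stabilisation 30 min; Signal: Phosphate-binding colour reagent, absorbance read at 630 nm.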
DNMT1 block: inhibitors of human DNMT1 | inhibition (reported as % activation of signal), % at 10 µM | DNMT1 molecular beacon, Hinp1I cleavage, fluorescence | P26358 | 360,000 tested, 0.83% active; in the data active means inhibition above about 50%
CendR NRP1 mod: modulators of CendR peptide binding to human neuropilin-1 | O14786 | FAM-RPARPAR peptide binding to NRP-1, fluorescence polarization | inhibition, % at 25 µM | 360,000 tested, 0.85% active;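 active means inhibition or corrected inhibition above about 18%, plus a signal ratio from 0.5 to 1.5, limit read from the data, passing the limit was not always enough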; further: strong numbers were not always called active
SUMO1 PPI mod: modulators of human SUMO1-mediated protein-protein interactions; inhibition, % at 20 µM; 360,000 tested, 0.33% active; SUMO1 binding to a labelled peptide, TR-FRET, 1 h; P63165; in the data active means inhibition above about 37%
Target sequence (P63165 whole entry, looked up): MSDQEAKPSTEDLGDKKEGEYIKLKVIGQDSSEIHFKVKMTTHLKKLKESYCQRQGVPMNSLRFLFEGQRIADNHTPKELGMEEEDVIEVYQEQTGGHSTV
STEP block: blocks human striatal-enriched tyrosine phosphatase; 360,000 tested, 0.25% active; P54829; recombinant STEP, OMFP fluorogenic substrate, fluorescence; AID 588621; inhibition, % at 20 µM;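 active means inhibition at 20 µM, scaled per plate between control wells, above about 37%, limit read from the data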;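 further: 0% = DMSO with enzyme and substrate and 100% = substrate only without enzyme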
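medium = Bis-Tris buffer pH 6.0, 2.5 mM DTT, 0.005% Tween 20 | test system = STEP (striatal-enriched tyrosine phosphatase) enzyme, cell-free | measure = normalized % inhibition | compound dosing = 20 µM, 1% DMSO | also added = 25 µM OMFP | schedule = reaction 20 min, ambient temperature | measured by = fluorescence read at 480 nm ex / 540 nm em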
NadD block: NadD (S. aureus) enzyme inhibition; inhibition, % at 20 µM; purified NadD enzyme, colorimetric absorbance read-out; 360,000 tested, 0.78% active; in the data active means inhibition above about 26%; further: some compounds past the cut are filed as inactive
Neddylation inh: blocks human cullin neddylation | P61081+Q13564 | TR-FRET cullin neddylation, biochemical | calls only at 25 µM | 360,000 tested, 0.58% active | AID 651699; in the data active means inhibition above about 36%
Target sequence (P61081 whole entry, looked up): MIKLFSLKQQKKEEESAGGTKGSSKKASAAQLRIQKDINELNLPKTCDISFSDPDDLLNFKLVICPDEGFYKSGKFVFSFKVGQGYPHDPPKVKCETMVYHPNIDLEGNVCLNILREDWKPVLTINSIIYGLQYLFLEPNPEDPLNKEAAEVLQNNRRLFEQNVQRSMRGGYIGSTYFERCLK
Target sequence (Q13564 whole entry, looked up): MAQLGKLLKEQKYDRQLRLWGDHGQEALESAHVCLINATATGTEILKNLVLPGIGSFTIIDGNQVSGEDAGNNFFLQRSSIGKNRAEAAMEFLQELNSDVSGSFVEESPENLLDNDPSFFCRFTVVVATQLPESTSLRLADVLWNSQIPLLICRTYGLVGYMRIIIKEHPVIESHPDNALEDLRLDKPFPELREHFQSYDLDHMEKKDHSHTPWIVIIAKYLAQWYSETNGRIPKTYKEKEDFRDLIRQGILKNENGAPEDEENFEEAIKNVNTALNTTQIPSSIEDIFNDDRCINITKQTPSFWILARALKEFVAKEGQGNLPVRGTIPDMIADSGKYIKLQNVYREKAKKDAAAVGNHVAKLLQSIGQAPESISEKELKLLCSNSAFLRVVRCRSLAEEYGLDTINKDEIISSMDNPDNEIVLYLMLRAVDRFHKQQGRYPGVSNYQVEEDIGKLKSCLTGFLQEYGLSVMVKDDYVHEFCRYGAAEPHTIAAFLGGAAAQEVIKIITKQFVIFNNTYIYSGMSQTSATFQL
The depositor's hits bear a star; i = inactive; · = not tested or not shown; & = joins results of further samples.

#	structure	SKN-1 block	SUMO1 PPI mod	CendR NRP1 mod	DNMT1 block	Neddylation inh	Scp-1 inhibitor	LMPTP block	STEP block	TbMetRS inhib	NadD block
1	Cn1nnc2cc(C(=O)NC3CCCCC3)ccc21	-36	-1	-2	5	i	-9	-2.3	-4	-1.1	-3
2	COc1ccc(-c2csc(NC(=O)CCCc3cccs3)n2)cc1	9	-4	-1	20	i	-2	-0.9	-3	-0.1	7
3	O=C(O)c1ccc2c(c1)C(=O)N(c1cc(C(=O)O)ccc1Br)C2=O	9	-3	-14	1	i	-3	0.6	1	0.3	2
4	CC(C(=O)N1CCc2ccccc21)N1CCN(Cc2ccc(Cl)cc2)CC1 (stereo unspecified)	20	4	7	0	i	-6	0.2	3	-0.3	-1
5	O=C(CCN1C(=O)/C(=C/C=C/c2ccccc2)SC1=S)Nc1nccs1	-6	-4	-11	4	i	9	-0.2	-2	-0.9	41*
6	Cc1ccc(-n2ncc3c(N4CCN(c5ccccc5)CC4)ncnc32)c(C)c1	-16	7	3	-7	i	-3	-1.7	1	-1.4	-2
7	CC1CCCC(C)N1S(=O)(=O)c1ccc(NC(=O)CNC2CCCC2)cc1 (stereo unspecified)	5	-1	6	1	i	-3	-1.1	-1	-1.1	-3
8	O=[N+]([O-])c1ccc(-c2c(O)c3ccccc3c3nc4ccccc4nc23)cc1	62	-15	7	9	i	-3	2.4	-1	0.1	8
9	O=C(N/N=C/c1ccccn1)C(=O)N1CCCCCC1	5	2	12	3	i	-3	-0.7	-6	-1.2	-3
10	Cc1c(NC(=O)c2cn3ccccc3n2)cccc1-n1cnnn1	-5	-5	-16	-1	i	0	-1.0	0	-1.0	-1
11	CCCNC(=O)CSc1nc(-c2cccs2)cc(C(F)(F)F)n1	-5	-4	-1	2	i	3	-2.3	1	-0.4	-5
12	Cc1csc(SC(C)C(=O)Nc2ccc(Cl)cn2)n1 (stereo unspecified)	-9	2	-4	1	i	-7	-0.1	0	-0.5	-10
13	COC(=O)CSc1nc(C)c2ccc(OC)cc2n1	10	-3	-4	-2	i	-4	-0.2	-1	-0.7	-7
14	CC(C)C(=O)Nc1cccc(C(=O)Nc2nccs2)c1	11	-2	-3	-2	i	5	-1.0	0	-0.9	-6
15	O=C(/C=C/c1ccccc1)Nc1cccc(S(=O)(=O)Nc2ccccc2F)c1	-8	6	4	-5	i	-5	12	4	-0.8	3
16	CC(=O)c1ccc(OC(=O)CCN2c3ccccc3Sc3ccccc32)cc1	0	-2	-3	8	i	-7	2.1	2	-1.1	7
17	O=C(Nc1ccc(S(=O)(=O)N2CCOCC2)cc1)c1nn(-c2ccc(F)cc2)ccc1=O	-13	-24	10	-2	i	-8	-0.9	-3	0.2	0
18	Cc1nc(-c2ccc(F)cc2)c(CC(=O)N2CCN(S(=O)(=O)c3ccccc3Br)CC2)s1	-10	-49	6	-5	i	-3	-7.2	-1	0.0	6
19	CCOc1ccc(Nc2nc(Cl)nc(NCCO)n2)cc1	4	2	17	5	i	7	-1.5	-3	0.1	-3
20	C=CCNc1nc2ccccc2nc1NS(=O)(=O)c1ccc(OC)cc1	-9	-6	6	0	i	-9	0.3	0	0.0	-3
21	Cc1cc(C)c2c(=O)[nH]c(SCc3ccc([N+](=O)[O-])cc3)nc2n1	17	-6	0	-2	i	-1	-3.0	2	0.0	3
22	COc1ccc(NC(=O)CC2C(=O)N(C)C(=S)N2CCc2ccccc2F)cc1 (stereo unspecified)	2	0	5	-6	i	1	1.5	2	35*	-7
23	COc1ccccc1CN1CCNC(=O)C1CC(=O)NC1CCCCCC1 (stereo unspecified)	8	3	26*	0	i	-7	0.5	1	-0.4	5
24	O=C(Nc1ccccc1)c1cc([N+](=O)[O-])ccc1NC1CCCCC1	9	-5	-4	-4	i	-9	2.9	4	0.1	6
25	Clc1ccccc1Nc1nc2ccccc2o1	13	1	-7	2	i	-2	1.6	-3	-0.8	0
26	O=C(NCc1ccccn1)c1cc(-c2ccncc2)nc2ccccc12	-1	-16	1	3	i	-6	-0.3	2	-0.1	-2
27	Cc1onc(-c2ccccc2)c1C(=O)Nc1cccc(S(=O)(=O)N2CCCCC2)c1	17	-5	-1	-8	i	-10	0.1	5	1.0	-2
28	CCCCn1c(N)c(N(CCOC)C(=O)c2cc(C)oc2C)c(=O)[nH]c1=O	8	6	4	-1	i	-1	-0.9	-3	-0.4	-1
29	CN1CCN(Cc2cc(=O)oc3ccc(Cl)cc23)CC1	20	-4	9	6	i	-18	4.3	16	-0.4	3
30	CNC(=S)N(Cc1ccc(OC)cc1)Cc1cc2cc(C)ccc2[nH]c1=O	-6	-72	0	5	i	-5	0.4	1	0.5	4
31	Cc1ccc2c(CC(=O)NCc3cccs3)coc2c1	2	3	6	7	i	-10	-0.3	1	0.4	-8
32	CC1(C)OC2OC(C(=O)N/N=C/c3ccccc3F)C3OC(C)(C)OC3C2O1 (stereo unspecified)	5	-2	12	-1	i	-7	-1.1	0	0.0	5
33	CCOc1ccc(NCc2cccn2-c2nnc(N3CCC(C(=O)NCCCN4C(C)CCCC4C)CC3)s2)cc1 (stereo unspecified)	1	-29	7	-5	i	-6	-0.5	-4	0.0	-8
34	O=C(c1cccnc1)N(Cc1ccccc1)C(c1ccccc1)c1nc2ccccc2[nH]1 (stereo unspecified)	7	3	10	-1	i	·	-0.5	2	-0.1	-5
35	O=C1N/C(=N/N=C/c2ccc(O)cc2)SC1Cc1ccccc1 (stereo unspecified)	-2	1	-11	0	i	16	-0.8	1	-0.1	-6
36	COc1cccc(NC(=O)CN(C)C(C)C(=O)NC(=O)NC2CCCCC2)c1 (stereo unspecified)	4	-5	-10	7	i	-8	-7.1	1	-0.5	2
37	CN(CCOC(=O)c1ccc2c(c1)OCCO2)Cc1ccccc1	-7	1	12	3	i	-4	-2.9	2	-1.0	-10
38	CC(C)CCNC(=S)NC1CCCC1	4	1	-13	0	i	9	0.2	0	-0.3	3
39	COc1cc(C)nc(OCCNC(=O)COc2ccc(Cl)cc2Cl)n1	-8	1	14	0	i	-7	-1.0	-1	-0.1	2
40	O=C(Oc1ccccc1OC(=O)N1CCOCC1)N1CCOCC1	-11	-1	10	-1	i	-9	-0.9	0	-0.6	9
41	O=C(CSc1ncccc1-c1nc2ccccc2[nH]1)N1CCc2ccccc21	-1	2	1	0	i	-8	0.3	6	0.6	5
42	Cc1onc(-c2c(Cl)cccc2Cl)c1C(=O)c1c[nH]c(C(=O)NC2CC2)c1	-4	3	-7	-4	i	-18	0.1	0	0.1	-2
43	O=C(c1ccco1)N1CCN(Cc2cc(=O)oc3cc(O)ccc23)CC1	-4	11	-11	3	·	6	1.2	4	0.0	3
44	O=C(CSc1nnc2ccc(-c3ccncc3)nn12)Nc1ccc(F)cc1	-14	-32	-5	1	i	-2	-1.3	1	0.0	-4
45	CC(C)CN(CC(C)C)C(=O)c1cc2c(=O)n3ccccc3nc2s1	-2	-18	-5	0	·	-9	0.3	0	1.0	0
46	Cc1nc(SCC(=O)NCC2CCCO2)[nH]c(=O)c1C (stereo unspecified)	0	3	9	6	i	5	-0.1	0	-0.2	-4
47	Cc1cccc(NC(=O)CCSc2ccccn2)c1	11	0	-5	-2	i	-4	0.3	1	-0.5	-3
48	COc1ccc(Nc2nnc(SC(C(=O)Nc3cc(C)ccc3C)c3ccccc3)s2)cc1 (stereo unspecified)	-4	-2	4	9	i	-1	2.6	3	-0.5	23
49	COc1ccccc1Nc1nc(NCCC(C)C)nc(N)c1[N+](=O)[O-]	-3	3	2	-5	i	-3	4.5	0	2.8	-2
50	CCOC(=O)C1(C)CCN1C(=O)c1cccc(OC(F)(F)F)c1 (stereo unspecified)	7	-1	-4	-1	i	·	0.9	0	-0.3	-3

In the list so far, these have a furan ring, fused or not:
#	structure	SKN-1 block	SUMO1 PPI mod	CendR NRP1 mod	DNMT1 block	Neddylation inh	Scp-1 inhibitor	LMPTP block	STEP block	TbMetRS inhib	NadD block
28	CCCCn1c(N)c(N(CCOC)C(=O)c2cc(C)oc2C)c(=O)[nH]c1=O	8	6	4	-1	i	-1	-0.9	-3	-0.4	-1
31	Cc1ccc2c(CC(=O)NCc3cccs3)coc2c1	2	3	6	7	i	-10	-0.3	1	0.4	-8
43	O=C(c1ccco1)N1CCN(Cc2cc(=O)oc3cc(O)ccc23)CC1	-4	11	-11	3	·	6	1.2	4	0.0	3

(next part)
#	structure	SKN-1 block	SUMO1 PPI mod	CendR NRP1 mod	DNMT1 block	Neddylation inh	Scp-1 inhibitor	LMPTP block	STEP block	TbMetRS inhib	NadD block
51	C=CCN1c2ccccc2[C@]23C[C@@H](C(=O)OC)N(C(=O)NCCC)C2=NC(C(=O)OC)=C(C(=O)OC)[C@H]13	6	-2	-9	-8	i	-6	0.0	1	-0.6	4
52	CC(=O)c1ccc(N=Nc2ccc(C)cc2)cc1	12	-17	8	-3	i	-11	0.5	-2	0.1	-8
53	C/C(=N\NC(=O)COc1ccccc1F)c1cc2ccccc2o1	9	-4	-14	-5	i	-14	1.0	1	0.8	0
54	Cc1ccc(NC(=O)COC(=O)Cn2cnc3c2c(=O)n(C)c(=O)n3C)cc1F	11	1	6	2	i	-3	-0.2	2	-0.4	0
55	Nc1nc(CSc2ncccn2)nc(Nc2ccccc2)n1	14	3	0	0	i	-9	-1.3	-1	0.4	0
56	CCOc1ccc(NC(=O)Nc2cccc(C(=O)O)c2)cc1	3	2	3	7	i	7	-0.2	-2	-0.6	7
57	Cc1cccc(-c2nn(-c3ccccc3)cc2C(=O)N2CCN(C3CCS(=O)(=O)C3)CC2)c1 (stereo unspecified)	-16	5	4	0	i	-6	-1.4	-1	-0.6	-1
58	C=CCN(c1ccc(C(=O)N2CCCC2)cc1)S(C)(=O)=O	4	3	5	-3	i	-1	0.9	-1	-0.5	0
59	c1ccc(CNc2ncnc3sc4c(c23)CCCC4)nc1	14	1	2	2	i	-9	0.0	4	0.1	-5
60	O=C(Nc1ccc2c(c1)OCCO2)c1ccc(NC(=O)C2CCCO2)cc1 (stereo unspecified)	10	-2	16	5	i	-2	-0.1	-1	0.0	-1
61	O=[N+]([O-])c1ccc2oc(-c3ccccc3)nc2c1	35	14	11	8	i	-9	8.9	0	-0.5	-1
62	Cc1cn([C@H]2C=C[C@@H](CO)O2)c(=O)[nH]c1=O	-4&3	3&-2	5&-2	-1&-3	i	-4&-9	-0.5&-0.7	-1&0	-1.9&-0.3	-3&4

Screening results deposited in PubChem by several laboratories.
